Tn7 DDE FP: DD(E)-Tn7 binding inhibition, primary FP screen; P02675; inhibition, % at 8.3 µM; AID 720508; FP displacement of FITC-Tn7 peptide from fibrin DD(E); 0% = median of compound wells per plate; 370,000 tested, 0.13% active;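 active = inhibition above the mean of compounds falling within the control limits plus 3 SD of them, cut at about 14% in these data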;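 note: 0% = plate median of compound wells and 100% = 10 µM Aha-Tn7 peptide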
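system = human fibrin DD(E) protein | quantity = DD(E) 2 µM final | medium = Tris/NaCl/CaCl2 buffer, pH 7.8 | also added = labelled Tn7 tracer, 0.1 µM | compound dosing = single point at 8.3 µM | timing = compound with protein 10 min, then 3 h after probe, room temperature | signal = FP measurement | benchmarks = Aha-Tn7 high control | repeats = one replicate per compound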
proKLK7 act: activators of human kallikrein-7 zymogen; P49862; purified proKLK7, EDANS-DABCYL substrate fluorescence; 100% is mature enzyme control, 0% vehicle; activation, % at 7 µM; 370,000 tested, 0.9% active;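 active = activation above the mean of all tested compounds plus 3 SD, computed per campaign excluding outliers beyond control limits, cut at about 13% in these data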
LEDGF integ inh: blocks HIV-1 LEDGF/p75-dependent DNA integration; TR-FRET IN-LEDGF/p75 DNA integration, Eu/Cy5; inhibition, % at 3.7 µM; 370,000 tested, 0.64% active; AID 743269;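 active = inhibition above the screen-wide mean plus 3 SD, cut at about 13% in these data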;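 note: signal is the Cy5 over europium emission ratio at 671 and 618 nm; 0% = plate median of compound wells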
TDP2 inh: TDP2 (human) inhibition, absorbance primary screen; inhibition, % at 12.8 µM; 370,000 tested, 0.34% active; O95551; recombinant TDP2, T5PNP hydrolysis, p-nitrophenol absorbance 415 nm;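 active = inhibition above the mean of all tested compounds plus 3 SD, set per campaign, cut at about 25% in these data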;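 note: 0% = DMSO with enzyme and 100% = buffer with substrate but no TDP2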
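Evaluation: % inhibition relative to enzyme-containing and enzyme-free wells. Material: recombinant human TDP2. Benchmarks: enzyme-free and DMSO wells. Timing: enzyme reaction with compound for 2 h at 37 °C. Compound dosing: 12.8 µM only. Measured by: p-Nitrophenol epi absorbance. Reagent: T5PNP substrate at 5 mM, a TopII-DNA adduct mimic. Replication: single well per compound.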
TCR-CD3 inh: human TCR-CD3 binding inhibition; TAMRA-labeled TCR probe fluorescence, biochemical; inhibition, % at 9.4 µM; 360,000 tested, 0.37% active; AID 651800; in the data active = inhibition above about 19%;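 note: recombinant mutant TCR 2C K166C tagged with TAMRA read by polarization; 0% = receptor in buffer alone and 100% = receptor with positive control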
SIAE inh: blocks human sialic acid acetylesterase; SIAE FP-Rh probe binding, fluorescence polarization; inhibition, % at 9.66 µM; 370,000 tested, 0.69% active; AID 1053197; Q9HAT2;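 active = inhibition above a cutoff: mean of compounds within the control limits plus 3 SD of those, cut at about 17% in these data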;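 note: 0% = plate median of compound wells and 100% = probe without SIAE protein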
Target sequence (Q9HAT2 whole entry, looked up): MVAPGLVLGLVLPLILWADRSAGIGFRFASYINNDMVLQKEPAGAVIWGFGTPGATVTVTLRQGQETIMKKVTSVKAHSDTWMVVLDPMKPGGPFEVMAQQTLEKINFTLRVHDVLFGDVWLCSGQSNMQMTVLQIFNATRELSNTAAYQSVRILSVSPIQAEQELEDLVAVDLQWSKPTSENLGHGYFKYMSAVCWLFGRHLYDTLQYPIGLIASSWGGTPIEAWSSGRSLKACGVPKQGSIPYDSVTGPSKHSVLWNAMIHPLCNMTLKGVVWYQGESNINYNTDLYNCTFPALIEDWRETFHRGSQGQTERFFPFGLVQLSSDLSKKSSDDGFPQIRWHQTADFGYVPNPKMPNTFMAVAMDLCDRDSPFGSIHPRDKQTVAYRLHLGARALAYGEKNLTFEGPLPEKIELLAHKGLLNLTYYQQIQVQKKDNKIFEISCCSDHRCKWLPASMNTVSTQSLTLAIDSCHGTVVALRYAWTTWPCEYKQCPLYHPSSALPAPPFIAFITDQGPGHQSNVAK
PRMT1 inh: blocks human protein arginine methyltransferase 1; recombinant PRMT1, activity-based probe fluorescence polarization; inhibition, % at 2.79 µM; 370,000 tested, 1.3% active; AID 652257;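 active = inhibition above about 21% made by adding two undisclosed values, limit read from the data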
Tn6 DDE FP: inhibitors of Tn6 peptide binding to human fibrin DD(E) | Fibrin DD(E) TRITC-Tn6 fluorescence polarization displacement | AID 720509 | 370,000 tested, 0.21% active | P02675 | inhibition, % at 8.3 µM;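 active = inhibition above a per-campaign cutoff: mean of compounds within control limits plus 3 SD, cut at about 15% in these data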;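 note: 0% = median of all compound wells on the plate and 100% = blocking peptide control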
UHRF1 MBD2 ctr: human UHRF1 methylated DNA binding inhibitors | Q96T88 | UHRF1 binding to methylated oligo, TR-FRET | inhibition, % at 4.4 µM | 370,000 tested, 0.75% active; in the data active = inhibition above about 21%;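 note: UHRF1 SRA domain binding a hemimethylated CpG hairpin DNA probe; 0% = median of test compound wells and 100% = reference inhibitor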
MBD2 inh: MBD2-methylated oligo binding inhibition; inhibition, % at 4.4 µM; TR-FRET, MBD2 binding to methylated oligonucleotide; 370,000 tested, 0.31% active; in the data active = inhibition above about 13%
Target sequence (Q9UBB5 whole entry, looked up): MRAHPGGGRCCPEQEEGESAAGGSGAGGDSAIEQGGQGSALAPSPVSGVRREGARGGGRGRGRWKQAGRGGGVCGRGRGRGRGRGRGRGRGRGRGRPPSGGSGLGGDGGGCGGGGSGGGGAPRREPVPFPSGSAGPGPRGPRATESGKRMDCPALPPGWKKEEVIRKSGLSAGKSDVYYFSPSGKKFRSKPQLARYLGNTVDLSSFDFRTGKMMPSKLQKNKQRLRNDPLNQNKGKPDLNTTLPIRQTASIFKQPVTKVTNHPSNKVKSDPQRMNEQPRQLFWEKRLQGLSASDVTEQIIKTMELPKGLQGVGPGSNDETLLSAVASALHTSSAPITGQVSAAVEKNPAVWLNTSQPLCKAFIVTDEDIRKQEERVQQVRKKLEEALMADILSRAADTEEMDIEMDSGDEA
* marks the source's active call; other numbers are inactive results.

Order of results: UHRF1 MBD2 ctr	MBD2 inh	proKLK7 act	PRMT1 inh	LEDGF integ inh	TDP2 inh	SIAE inh	TCR-CD3 inh	Tn7 DDE FP	Tn6 DDE FP
1. Cc1ccc(-c2nc(SCC(=O)N(C)C3CCS(=O)(=O)C3)[nH]c2-c2ccc(C)cc2)cc1 (stereo not given)
    3	2	0.2	6	3	-10	-1	-6	3	-10
2. COCCn1c(=NC(=O)c2sc3ccccc3c2Cl)sc2cc(S(N)(=O)=O)ccc21
    -2	-2	-1.0	-3	1	3	-16	3	-11	-2
3. O=c1[nH]c2ccc(S(=O)(=O)N3CCN(c4ccc(F)cc4)CC3)cc2o1
    1	-1	-0.1	2	10	11	2	-1	-5	-6
4. CN(CC(=O)Nc1ccccc1Cl)C(=O)COC(=O)c1ccc(S(=O)(=O)C(F)F)cc1
    1	6	-0.5	0	0	-3	13	-6	-1	8
5. O=C(O)c1ccccc1C(=O)c1cccc2c(Br)cccc12
    -1	1	-0.9	-3	1	5	6	-4	3	5
6. CCC(=O)N1CN(S(=O)(=O)c2ccc(C)cc2)CC1C (stereo not given)
    -3	-2	-0.2	-2	2	5	2	0	2	-2
7. CCOc1ccc(CN(C)C(=O)c2cc3ccccc3o2)cc1OC
    2	3	0.9	-2	0	-5	5	-2	0	-3
8. CN(C)S(=O)(=O)N1CCN(c2cccc(Cl)c2)CC1
    5	5	0.2	-1	0	-5	-7	3	-5	-17
9. CCCc1ccc(C(C)NC(=S)NCc2ccc(F)cc2)cc1 (stereo not given)
    -2	0	-0.4	-2	0	-1	-11	7	6	-1
10. CN(C)CCCOc1ccc2c(c1)Sc1ccccc1CC2=O
    -2	-3	4.9	4	-2	2	1	0	9	0
11. O=C(COC(=O)COc1ccc(Cl)cc1)NCc1cccs1
    0	3	-0.3	-3	-1	-7	8	6	-2	1
12. Cc1ccc(N2C(=O)N(c3ccc(C)cc3)C3CS(=O)(=O)CC32)cc1 (stereo not given)
    7	4	-0.8	-1	-1	-3	4	-1	-1	-6
13. O=C(O)c1ccc(NC(=O)C2(c3ccccc3)CCCC2)cc1
    3	1	-0.4	1	-7	-5	-2	-10	-1	-3
14. CC(C)C[C@@H]1COc2cc(N3CC[C@H](O)C3)ccc2S(=O)(=O)N1
    3	2	-0.1	5	-4	-1	-2	-4	9	-5
15. CN1C(=O)/C(=C/c2ccccc2OCc2ccc(C(=O)O)cc2)NC1=S
    1	0	-0.1	1	2	-4	-7	-4	-6	4
16. COc1ccc(OC)c(S(=O)(=O)N2CCN(C(=O)NC3CCCCC3)CC2)c1
    -1	4	-0.2	0	2	0	-2	2	4	0
17. COc1ccc(-n2c(Cc3ccccc3)nnc2SCC(=O)N2CCCc3ccccc32)cc1
    -1	-6	0.2	-1	0	-14	1	7	0	11
18. Cc1cc(C)n2nc(SCC(=O)N(C)C3CCCCC3)nc2n1
    1	1	0.0	0	-2	-8	-4	4	2	3
19. COc1ccc(CC(=O)Nc2cc(S(=O)(=O)N3CCOCC3)ccc2N2CCOCC2)cc1
    -2	3	0.4	-2	0	5	-2	5	5	1
20. Cc1nn(C)c(C)c1C1Nc2ccccc2C(=O)N1O (stereo not given)
    2	-3	0.0	1	3	4	1	0	-4	-2
21. COc1ccc(S(=O)(=O)N2CCCCC2)cc1NC(=O)C1CC(=O)N(Cc2ccccc2)C1 (stereo not given)
    -5	1	0.5	0	-3	-6	5	2	2	-4
22. CC(=O)Nc1cccc(C(=O)NN2C(=O)NC3(CCC(C)CC3)C2=O)c1 (stereo not given)
    0	-2	0.3	2	0	9	-2	-3	-1	3
23. COc1ccc(N/C(N)=N/c2nc(C)cc(=O)[nH]2)cc1
    -1	3	-0.5	1	4	1	1	3	-3	-7
24. N#CC1=C(N)OC2=C(C(=O)CCC2)C1c1ccc(OC(=O)N2CCOCC2)cc1 (stereo not given)
    0	2	-0.6	-1	-6	-16	1	-8	8	8
25. Cc1cccc(N2CC(C(=O)NCC3COc4ccccc4O3)CC2=O)c1C (stereo not given)
    0	1	-0.1	0	3	-5	-8	-6	-6	3
26. COc1ccc(OCCCC(=O)Nc2ccc(OC)c(S(=O)(=O)N3CCOCC3)c2)cc1
    -3	-6	-1.1	1	0	-4	2	0	5	-2
27. Cc1ccc(OCCCC(=O)Nc2ccc(S(N)(=O)=O)cc2)cc1
    -1	5	0.0	-2	0	6	-9	3	0	0
28. COc1cc(NC(=S)NCCSc2ccc(C)cc2)cc(OC)c1
    0	0	-0.8	0	-1	7	9	4	0	4
29. COc1ccc(OC)c(-n2nnnc2SCC(=O)NCCc2ccccc2)c1
    -5	-3	0.0	-2	-1	1	-11	6	-2	3
30. Cc1cccc(NC(=S)NCc2cccs2)c1
    5	-3	-0.3	0	1	-5	4	-1	-3	-4

A stretch from the list above, as a working copy:
Order of results: UHRF1 MBD2 ctr	MBD2 inh	proKLK7 act	PRMT1 inh	LEDGF integ inh	TDP2 inh	SIAE inh	TCR-CD3 inh	Tn7 DDE FP	Tn6 DDE FP
27. Cc1ccc(OCCCC(=O)Nc2ccc(S(N)(=O)=O)cc2)cc1
    -1	5	0.0	-2	0	6	-9	3	0	0
28. COc1cc(NC(=S)NCCSc2ccc(C)cc2)cc(OC)c1
    0	0	-0.8	0	-1	7	9	4	0	4
29. COc1ccc(OC)c(-n2nnnc2SCC(=O)NCCc2ccccc2)c1
    -5	-3	0.0	-2	-1	1	-11	6	-2	3
30. Cc1cccc(NC(=S)NCc2cccs2)c1
    5	-3	-0.3	0	1	-5	4	-1	-3	-4

Later entries:
Order of results: UHRF1 MBD2 ctr	MBD2 inh	proKLK7 act	PRMT1 inh	LEDGF integ inh	TDP2 inh	SIAE inh	TCR-CD3 inh	Tn7 DDE FP	Tn6 DDE FP
31. Cc1onc(-c2ccccc2Cl)c1C(=O)N1CCOC12CCCCC2
    2	-1	0.1	-10	6	-13	-10	11	1	-6
32. O=C(N/N=C/c1ccoc1)c1ccc(Br)cc1
    17	9	-0.4	1	4	6	6	-3	8	14
33. COc1ccc(-n2cnnc2SCC(=O)c2ccc(S(=O)(=O)N3CCOCC3)cc2)cc1
    4	2	-0.8	3	0	3	4	-2	8	7
34. COc1cccc(CNC(=O)CCC2CCCN(C(=O)c3cc(C4CC4)[nH]n3)C2)c1 (stereo not given)
    18	4	0.2	1	-2	8	0	5	0	3
35. Cc1cccc(NC(=O)/C(=C/c2cccc([N+](=O)[O-])c2)NC(=O)c2cccs2)c1
    2	3	0.2	-3	-6	4	-1	-7	-1	-3
36. CN(C(=O)C1CCOC1)c1nnc(-c2ccncc2)s1 (stereo not given)
    0	-6	46*	-2	2	2	1	2	-2	-7
37. OC(c1ccccc1)c1nc(/C=C/c2ccccc2)cs1 (stereo not given)
    0	0	-0.1	0	2	-8	0	-6	-1	0
38. [O-]c1n[n+](-c2ccc(Cl)cc2)cc2ccccc12
    -1	-6	0.0	5	2	-3	0	-10	-1	-1
39. CCOC(=O)C1=CNS(=O)(=O)NC1c1ccc(C(=O)OC)cc1 (stereo not given)
    -1	4	-0.5	2	1	-3	0	-4	0	-1
40. CC(=O)c1cccc(NC(=O)Nc2cnn(Cc3ccc(F)cc3)c2)c1
    -2	3	-0.2	-4	-5	-11	-4	-5	2	0
41. CC(C)(C)NC(=O)NC(=O)CSc1ncn[nH]1
    1	3	0.2	0	1	-2	5	3	-4	2
42. O=C(NCc1cc(Br)cc(Br)c1OC(=O)c1ccccc1[N+](=O)[O-])c1ccccc1
    3	3	-0.2	5	1	-10	-19	-3	5	1
43. CC(C)C[C@H]1CN([C@@H](Cc2ccccc2)CN2CCC[C@@H]2CN2C(=O)C(=O)NC[C@@H]2Cc2ccc(O)cc2)C(=O)C(=O)N1CC1CCCCC1
    2	5	-0.3	4	-4	2	-3	-1	2	3
44. NC(=O)c1nn(-c2cccc(Cl)c2)c(=O)cc1O
    3	-4	0.9	2	-4	-4	0	-4	-4	-3
45. CC(C)NC(=O)N(C)C[C@H]1Oc2ccc(NS(=O)(=O)c3ccc(Cl)cc3)cc2CC(=O)N([C@@H](C)CO)C[C@@H]1C
    1	-1	0.3	0	1	-12	5	7	-6	2
46. Cc1c(Cl)cccc1NC(=O)NC1CCCCC1
    1	-2	-0.4	1	-1	4	4	3	-3	-2
47. CCC(=O)N1CCc2cc(Br)cc(S(=O)(=O)N3CCN(C(=O)c4ccco4)CC3)c21
    0	0	0.5	-1	6	13	9	0	-5	-1
48. CCOC(=O)N1CCC2(CC1)C(C#N)=C(N)OC1=C2C(=O)CC(C)(C)C1
    -1	3	0.1	2	1	7	5	-3	5	0
49. CC(C)(C)NCC(=Cc1ccccc1)C(=O)c1ccccc1
    -2	2	0.2	0	4	-3	2	10	-2	0
50. CC(=NCC1CCCO1)C1=C(O)CC(C)(C)CC1=O (stereo not given)
    3	6	0.7	1	2	-5	2	0	-2	-8
51. Clc1ccc(CN2CCSCC2)cc1Cl
    -1	0	-0.2	1	0	2	-12	6	3	10
52. O=C(Nc1ccc2c(c1)CCC2)c1ccc(F)cc1
    -5	-4	-0.5	-6	2	6	2	8	3	-1
53. CC/C(=N\NC(=O)c1c(C)nc2ccccn12)c1ccc(Cl)cc1
    -1	0	-0.2	4	-1	4	-2	1	7	-5
54. COc1ccc(-n2nc(C)c3sc(C)nc3c2=O)cc1
    -1	-1	0.0	2	-1	4	-2	2	0	1
55. COc1ccc(C(=O)/C=C/c2cc(OC)c(O)c(OC)c2)c(F)c1
    -3	-3	0.8	6	-3	5	4	-1	2	1
56. COc1ccccc1-c1cc(C(=O)N2CCN(S(=O)(=O)c3ccc(C)cc3)CC2)[nH]n1
    -2	0	-0.4	-1	-1	-1	-1	5	-6	-1
57. CCCC1(CCC)NC(=O)N(CC(=O)N2CCc3ccccc32)C1=O
    2	-7	0.9	1	6	-16	2	-2	-4	-9
58. O=C(O/N=C1/CCCc2occc21)c1ccc(F)cc1
    1	-4	-0.1	-1	-2	1	-1	1	0	8
59. CCOC(=O)CC1C(=O)NCCN1Cc1cccc(OC)c1 (stereo not given)
    20	5	0.6	2	-2	0	2	8	-3	-4
60. O=C1CC(N(C(=O)c2ccco2)c2ccc(F)cc2)C(=O)N1c1ccc(F)cc1 (stereo not given)
    -3	-6	-0.2	-2	4	6	0	2	2	-5
61. O=C(c1ccc(N2C(=O)CCC2=O)cc1)N1CCCSC1=Nc1ccccc1
    -3	1	1.0	-3	-1	-1	29*	5	-6	-3
62. O=S1(=O)N[C@H](Cc2ccccc2)COc2cc(F)ccc21
    -1	1	0.1	-4	-2	0	1	6	-7	-5
63. COc1cc(/C=N/N=C/c2cc(OC)c(O)c(OC)c2)cc(OC)c1O
    -4	-2	-1.4	-1	-4	-6	-4	-3	-7	1
64. CCOc1cccc(C(=O)NNC(=O)CCC(=O)O)c1
    1	-3	0.6	-2	-1	-9	-8	8	-4	-4
65. Cc1ccc(CN(C)C2CCN(C)CC2)cc1
    1	0	0.4	-2	6	6	-2	7	0	3

High-throughput results: PubChem, The Scripps Research Institute Molecular Screening Center
